Screening data as filed in PubChem.
KCNQ2 block: KCNQ2 potassium channel inhibitors, primary screen, cell-based, CHO-K1, FluxOR thallium flux, B-score (AID 2156). B-score at 10 µM. 20 min; stronger effect = lower value. 310,000 compounds, 1.1% hits. Potassium voltage-gated channel subfamily KQT member 2 (Rattus norvegicus), O88943;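 active = fluorescence ratio B-score at most minus 3 library SDs, with starting brightness B-score within 2 library SDs, cut at about -5.5 in these data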
Kir21 inh: inhibitors of mouse Kir2.1 inward-rectifier potassium channel; Inward rectifier potassium channel 2 (Mus musculus), P35561; AID 1672, 2009; 310,000 compounds, 0.85% hits; HEK293-Kir2.1, FluxOR thallium flux fluorescence; stronger effect = lower value; B-score at 10 µM;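 active = fluorescence ratio B-score at or below minus 3 SD of library scores, with starting-brightness B-score within 2 SD, cut at about -4.2 in these data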;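 note: channel flux triggered by added potassium and thallium sulfate stimulus; B-score of peak minus minimum fluorescence over baseline after thallium stimulus; more negative B-score means stronger Kir2.1 block with less thallium influx; some compounds called inactive have numbers as strong as hits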
Target sequence (P35561 whole entry, looked up): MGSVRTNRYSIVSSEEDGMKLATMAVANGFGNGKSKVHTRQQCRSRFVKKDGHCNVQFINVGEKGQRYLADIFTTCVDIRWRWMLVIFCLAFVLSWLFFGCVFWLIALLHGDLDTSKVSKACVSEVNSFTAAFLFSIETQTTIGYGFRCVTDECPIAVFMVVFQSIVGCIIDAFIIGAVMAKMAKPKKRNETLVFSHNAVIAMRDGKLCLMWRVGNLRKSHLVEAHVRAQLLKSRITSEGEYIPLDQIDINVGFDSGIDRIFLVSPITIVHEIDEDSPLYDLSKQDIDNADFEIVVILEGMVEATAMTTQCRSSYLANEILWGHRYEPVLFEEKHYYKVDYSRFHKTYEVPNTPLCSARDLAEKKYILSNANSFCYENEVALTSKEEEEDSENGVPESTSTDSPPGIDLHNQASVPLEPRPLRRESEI
STK33 inh: inhibitors of purified STK33 kinase, primary screen, biochemical, ADP-Glo luminescence, homogeneous, cell-free; Serine/threonine-protein kinase 33 (Homo sapiens), Q9BYT3; MBP phosphorylation; inhibition, % at 10 µM; 320,000 compounds, 0.073% hits; AID 2661, 2010;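 active = inhibition at or above 25%, using the most active replicate where run in duplicate; inactive = inhibition below 25%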
Target sequence (Q9BYT3 whole entry, looked up): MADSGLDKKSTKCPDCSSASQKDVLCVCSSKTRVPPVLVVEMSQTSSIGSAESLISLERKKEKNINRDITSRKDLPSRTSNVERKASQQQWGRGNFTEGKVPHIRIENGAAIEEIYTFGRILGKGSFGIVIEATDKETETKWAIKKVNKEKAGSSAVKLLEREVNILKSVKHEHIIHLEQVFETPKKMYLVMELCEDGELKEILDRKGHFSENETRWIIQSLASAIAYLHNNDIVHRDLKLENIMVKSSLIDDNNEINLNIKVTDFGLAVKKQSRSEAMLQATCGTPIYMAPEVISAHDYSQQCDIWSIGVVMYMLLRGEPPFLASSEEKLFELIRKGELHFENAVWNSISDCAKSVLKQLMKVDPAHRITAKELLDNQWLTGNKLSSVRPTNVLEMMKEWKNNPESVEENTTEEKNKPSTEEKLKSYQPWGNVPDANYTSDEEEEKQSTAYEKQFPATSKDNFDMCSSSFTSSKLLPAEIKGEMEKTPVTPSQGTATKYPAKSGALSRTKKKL
An asterisk follows results filed as active; i = inactive; · = not tested or not shown.

KCNQ2 block	Kir21 inh	STK33 inh	canonical_smiles
i	1.8	-1.7	O=C(NC(c1ccccc1)c1ccccc1)C1CCCO1 (stereo not given)
i	0.56	1.0	CN(CC(=O)Nc1cccc(F)c1)C(=O)c1cc(S(=O)(=O)N2CCCCC2)ccc1N1CCOCC1
i	1.3	-1.4	Cc1[nH]c(C)c(S(=O)(=O)N2CCCCC2)c1C(=O)N1CCCC1
i	0.63	-1.6	CCOC(=O)c1cccnc1NC(=O)c1ccccc1
i	-0.52	-4.9	COc1ccc(OC)c(NC(=O)NNS(=O)(=O)c2ccc(C)cc2C)c1
i	-0.19	-0.3	O=C(Cn1cccc1C(=O)c1ccccc1)NCc1ccc2c(c1)OCO2
i	-1.3	0.2	O=C(c1cc2ccccc2oc1=O)N1CCN(C(=O)C2CCCO2)CC1 (stereo not given)
i	-0.65	-0.4	COc1cccc2c(=O)n(CC(=O)NCCc3ccccc3)ccc12
i	1.7	-3.2	COc1ccc(C(=O)NNC(=S)NC(=O)C(C)(C)C)cc1
i	-1.5	0.3	O=C(Nc1ccc(N2CCOCC2)c(F)c1)c1ccncc1
i	1.3	-1.9	CC1CN(C(=O)COC(=O)[C@@H]2CC(O)CN2S(=O)(=O)c2ccc3c(c2)OCCO3)CC(C)O1 (stereo not given in full)
i	-1.3	-0.5	Cc1nn(C)c(Cl)c1CN1CCCC(CO)(Cc2ccccc2)C1 (stereo not given)
i	0.03	0.9	COc1ccc2c(c1)c1nnc(SCC(=O)Nc3ccccc3F)nc1n2C
i	-0.13	0.5	COc1ccc(-c2cc(C)no2)cc1S(=O)(=O)N(C)Cc1ccco1
i	1.7	-0.9	COc1ccc(CCNC(=O)c2cc(-c3cc(C)ccc3O)n[nH]2)cc1OC
i	-1	-1.2	O=C1c2ccccc2C(Nc2ccc(S(=O)(=O)N3CCOCC3)cc2)N1Cc1ccco1 (stereo not given)
i	-1.3	-1.2	O=c1[nH]c2ccsc2c(=O)n1-c1ccc(F)cc1
i	0.47	-1.8	Cc1csc(NC(=O)Cc2c(F)cccc2Cl)n1
i	0.34	-0.3	COC(=O)c1ccc(NC(=O)CSc2nncn2-c2cccnc2)cc1
i	0.04	-2.6	Cc1ccc(C23CC4CC(CC(NC(=O)NN)(C4)C2)C3)cc1
i	1.2	0.1	O=C(c1cc[n+]([O-])cc1)N1CCCC(N2CCN(c3cccc(C(F)(F)F)c3)CC2)C1 (stereo not given)
i	-0.28	0.3	CC(C)CCN(C(=O)c1ccc(N2CCCC2=O)cc1)c1c(N)n(Cc2ccccc2)c(=O)[nH]c1=O
i	-0.19	1.5	Cc1ccc(NC(=O)C(C)N2CCCC2)cc1Cl (stereo not given)
i	0.1	-0.1	O=C(COC(=O)c1ccco1)c1ccc(F)cc1
i	-0.68	-0.1	COc1cc2nc(Cl)nc(NCCO)c2cc1OC

Some of the entries above in a different format.
Structure | KCNQ2 block | Kir21 inh | STK33 inh
CN(CC(=O)Nc1cccc(F)c1)C(=O)c1cc(S(=O)(=O)N2CCCCC2)ccc1N1CCOCC1 | i | 0.56 | 1.0
Cc1[nH]c(C)c(S(=O)(=O)N2CCCCC2)c1C(=O)N1CCCC1 | i | 1.3 | -1.4
CCOC(=O)c1cccnc1NC(=O)c1ccccc1 | i | 0.63 | -1.6
COc1ccc(OC)c(NC(=O)NNS(=O)(=O)c2ccc(C)cc2C)c1 | i | -0.52 | -4.9
O=C(Cn1cccc1C(=O)c1ccccc1)NCc1ccc2c(c1)OCO2 | i | -0.19 | -0.3

The main list resumes; the 7 compounds before the break are reprinted first.
KCNQ2 block	Kir21 inh	STK33 inh	canonical_smiles
i	0.34	-0.3	COC(=O)c1ccc(NC(=O)CSc2nncn2-c2cccnc2)cc1
i	0.04	-2.6	Cc1ccc(C23CC4CC(CC(NC(=O)NN)(C4)C2)C3)cc1
i	1.2	0.1	O=C(c1cc[n+]([O-])cc1)N1CCCC(N2CCN(c3cccc(C(F)(F)F)c3)CC2)C1 (stereo not given)
i	-0.28	0.3	CC(C)CCN(C(=O)c1ccc(N2CCCC2=O)cc1)c1c(N)n(Cc2ccccc2)c(=O)[nH]c1=O
i	-0.19	1.5	Cc1ccc(NC(=O)C(C)N2CCCC2)cc1Cl (stereo not given)
i	0.1	-0.1	O=C(COC(=O)c1ccco1)c1ccc(F)cc1
i	-0.68	-0.1	COc1cc2nc(Cl)nc(NCCO)c2cc1OC
i	0.2	-0.3	COc1ccc(C(CNC(=O)Cc2c(F)cccc2Cl)N2CCCCC2)cc1 (stereo not given)
i	0.99	-0.1	COc1ccc(-c2onc(C)c2-c2ccccc2)c(O)c1
i	0.54	-1.8	Cc1onc(-c2ccccc2)c1C(=O)N/N=C/c1cccc(O)c1
i	-0.04	-0.8	CC(=O)c1ccc(OCc2cc(C(=O)N3CCCCC3c3cccnc3)no2)cc1 (stereo not given)
i	-0.42	-0.7	O=C(COC(=O)c1n[nH]c2ccccc12)c1cc(F)ccc1F
i	-0.45	-3.7	CCOC(=O)COc1cccc2c(=O)n(CC(=O)N3CCCc4ccccc43)ccc12
i	0.88	0.1	CN(C)S(=O)(=O)c1cccc(C(=O)OCC(=O)N2CCCC2=O)c1
i	1.9	-3.1	O=[N+]([O-])c1ccc(N/N=C2\CC3CC=CC23)c([N+](=O)[O-])c1 (stereo not given)
i	-0.52	-1.1	CC(C)c1ccccc1NC(=S)NCc1nc2ccccc2[nH]1
i	0.75	-1.3	COc1ccc(OC)c(-n2c(SCC(=O)NCc3ccco3)nnc2-c2c[nH]c3ccccc23)c1
i	-0.65	0.7	COc1cccc2cc(C(=O)N3CCc4ccccc4C3)c(=O)oc12
i	-4.7*	1.8	COc1cc2nc(Nc3ccc(C)c(C)c3)nc(N)c2cc1OC
i	-1.4	0.7	COc1cc(S(=O)(=O)NCCc2ccc3c(c2)OCO3)ccc1-n1cnnn1
i	1.1	-2.2	Cc1cc(SCC(=O)OCC(=O)NCC2CCCO2)c(C)cc1Br (stereo not given)
i	0.01	-0.3	CN(Cc1ccc(F)cc1)S(=O)(=O)c1nnc(NC(=O)c2ccccc2)s1
-7.4*	0.3	-0.3	O=C(CCN1CCOCC1)c1ccc(Br)cc1
i	0.15	-0.4	O=C(CSc1ncnc2c1cnn2-c1ccc(Cl)cc1)NCc1ccc2c(c1)OCO2
i	0.12	·	O=c1c2ccccc2nc2c3ccccc3c(Cl)nn12
i	-0.82	0.4	CSc1ccc(S(=O)(=O)Nc2c(C)n(C)n(-c3ccccc3)c2=O)cc1
i	-1.2	-0.8	O=[N+]([O-])c1ccccc1CNC(Cc1ccccc1)c1ccccc1 (stereo not given)
i	0.52	-1.4	O=C(CSc1nnc2c(n1)[nH]c1ccc(F)cc12)NCc1ccc(F)cc1
i	0.62	-0.3	COc1cccc(C2(O)CCN(CC(=O)NCC3CC3)CC2)c1
i	-1.6	-2.6	Cn1c(=O)c2nc3ccccc3nc2n(C)c1=O
i	-0.34	-1.3	CN1CCN(NC(=O)c2cccc(F)c2)CC1
i	0.4	-1.4	COCCOc1ccc(C(F)(F)F)cc1N
i	2.7	0.0	CC(C)c1nnc(NC(=O)CCC(=O)NCc2ccco2)s1
i	0.35	1.4	COc1cc(/C=N/NC(=O)c2sc(N)c(C#N)c2C)cc(Br)c1O
i	-1	·	Cc1cc(C)cc(OCC(=O)O/N=C(\N)c2cccnc2)c1
i	-0.75	-0.7	CC(Sc1ncnc2ccccc12)C(=O)Nc1ccc2c(c1)OCCO2 (stereo not given)
i	-0.72	-0.4	CCCOc1ccc(Cn2c(=O)oc3ccc(C)cc32)cc1OC
i	-1.9	1.2	Cn1c(=O)c2c(nc(CN3CCc4ccccc4C3)n2Cc2ccccc2F)n(C)c1=O
i	-1.4	0.2	OCCC1CN(Cc2cnc(-c3cccc4ccccc34)nc2)CCN1C1CCCCC1 (stereo not given)
i	-2.6	-0.8	Cc1ccccc1-n1nnnc1SCc1ncc(-c2ccccc2)o1
i	-0.46	-0.8	Cc1nc(NC(=O)CN2CCCCC2)sc1C(=O)N(C)C
i	-2.7	-0.3	COc1ccc(CCNC(=O)CSCC(=O)Nc2ccccc2)cc1OC
i	-0.03	-2.2	C=CCn1c(Cc2csc(N)n2)nnc1SCC(=O)Nc1ccccc1C(F)(F)F
i	-1.1	-0.5	CC1C=CCC2C(=O)N(c3ccc(Cl)cc3O)C(=O)C12 (stereo not given)
i	0.08	-0.5	O=C(Nc1ccccc1)N(CCCN1CCOCC1)Cc1cccs1
i	0.49	-2.1	Cc1ccccc1-c1nnc(SCC#N)o1
i	0	-2.3	COC(=O)c1ccccc1NC(=O)c1cc2nc(C3CC3)cc(C(F)(F)F)n2n1
i	-1.4	-0.5	CN1C(=O)c2cccc3c(Cl)ccc(c23)C1=O
i	1.4	-1.6	CC(C)=NNc1nc2c(c(=O)[nH]c(=O)n2C)n1CCCc1ccccc1
i	0.62	-2.1	O=C(c1ccccc1)c1ccc(N2CCCC2)cc1
i	-0.63	-0.3	C/C(=N\NC(N)=O)c1ccccc1Cl
i	-2.8	0.9	N#CC(c1nc2ccccc2nc1N1CCCC1)S(=O)(=O)c1ccccc1 (stereo not given)
i	-0.35	-0.7	Cc1ccc(-c2ccc(/C=N/NC(=S)Nc3ccccc3)o2)cc1[N+](=O)[O-]
i	0.42	-1.4	COc1cc(C(=O)NCCCn2ccnc2)cc(OC)c1OC
i	-0.73	-0.7	CCN(C(=O)CN1C(=O)COc2ccc(S(=O)(=O)N3CCCCCC3)cc21)c1cccc(C)c1
i	3.2	-1.4	COc1ccc(C(=O)/C=C/Nc2cc(C)on2)cc1
i	-0.11	-1.9	CCCCCn1c(=O)[nH]c2cc(C(=O)N3CCN(CC)CC3)ccc2c1=O

(continued)
KCNQ2 block	Kir21 inh	STK33 inh	canonical_smiles
i	-0.26	-0.4	Cc1cc(Oc2ccccc2)nc(N)n1
i	-0.37	-0.1	Cc1noc(C)c1-c1nc(CSc2ccc(Cl)cc2)no1
i	-2.1	2.5	O=C(Nc1cccc2ncccc12)c1ccccc1Cl
i	-0.2	-0.2	CCOC(=O)c1cc(C#N)c(Oc2ccccc2)nc1-c1ccccc1
i	0.42	1.8	Cc1ccc(-n2cc(CN(C)Cc3nccn3C)c(-c3cccc(C)c3)n2)cc1
i	-0.56	-1.9	C=CCN1C(=O)S/C(=C\c2ccc(N3CCOCC3)cc2C)C1=O
-6.5*	0.88	4.9	CCN1CCN(CCNC(=O)c2ccc3c(c2)N(Cc2ccc(F)cc2)C(=O)/C(=C/c2ccccc2)S3)CC1
i	0.25	-0.2	Cn1c(Cn2c(=O)sc3ccccc32)nnc1SCC(=O)Nc1ccccc1F
i	-0.26	-2.3	Cc1ccccc1NC(=O)COc1ccccc1C
i	0.16	-0.9	COC(=O)C(C)NC(=O)C12CC3CC(C1)CC(c1ccc(C)cc1)(C3)C2 (stereo not given)
i	0.12	-0.4	CCN(CC(=O)NC1CCS(=O)(=O)C1)S(=O)(=O)c1cc(Br)ccc1Br (stereo not given)
i	-1.2	-1.6	COc1cccc2cc(CC(=O)c3ccc(C)c(C)c3)c(=O)oc12
i	-0.24	-3.8	O=C(c1ccccc1F)N1CCN(c2ncccn2)CC1
i	-1.8	0.2	COc1ccc(NC(=O)C2CCCN(S(=O)(=O)c3cccnc3)C2)cc1 (stereo not given)
i	2.9	-0.2	O=C(CSc1cccc[n+]1[O-])Nc1cccc(Oc2ccccc2)c1
i	0.04	-0.8	Cc1ccc(NC(=O)NCCCN2CCCC2=O)cc1Cl
i	-0.53	-0.3	COc1ccc(CCNS(=O)(=O)c2ccc(F)cc2)cc1OC
i	0.6	0.1	COc1ccccc1-n1c(Cc2cccs2)n[nH]c1=S
i	0.99	2.9	CCOC(=O)CCCn1nc(C)n2c(cc3sccc32)c1=O
i	-0.09	-0.3	COc1ccc(OC)c(CNC(=O)CCn2c(=O)c3cccn3c3ccc(F)cc32)c1
i	1.4	-2.0	Cc1ccc(S(=O)(=O)NC(Cc2ccccc2)C(=O)O)cc1 (stereo not given)
i	1.2	-1.9	Cc1ccc(Cl)cc1-c1ccc(/C=N/n2cnnc2)o1
i	-8.8*	-1.3	COc1ccccc1CNCc1cccc(Oc2ccccc2)c1
i	-0.76	0.7	CCOC(=O)NC1Cc2ccccc2C1Sc1ccccn1 (stereo not given)
i	0.78	-1.5	CC1CCCN(C(=O)C2CCN(S(=O)(=O)c3cccc4nonc34)CC2)C1 (stereo not given)
i	0.64	-0.3	COc1cc(C(=O)N=C2SC3CS(=O)(=O)CC3N2c2ccccc2)cc(OC)c1OC (stereo not given)
i	-1	0.4	CC(NC(=S)NC1CCCCC1)C(c1ccccc1)N1CCOCC1 (stereo not given)
i	0.01	0.7	COc1ccc(/C=C/C(=O)N2CCN(C)CC2)cc1OC
i	1.6	-1.3	O=C(O)Cn1c2ccccc2c2ccccc21
i	0.01	-0.1	Cc1ccc(C2(CC(=O)Nc3nccs3)CCOC(C(C)C)C2)cc1 (stereo not given)
i	0.98	·	CC(=O)Nc1cccc(NC(=O)C(=O)Nc2ccc3c(c2)N(C(=O)C2CC2)CCC3)c1
i	0.01	-0.5	COC(=O)c1ccc(C2/C(=C(/O)c3ccc(OC)cc3)C(=O)C(=O)N2Cc2ccco2)cc1 (stereo not given)
i	-1.5	0.3	Nc1nc(SCc2ccc([N+](=O)[O-])cc2)nc2nc3c(cc12)CCCC3
i	-0.68	0.6	O=C(CNc1cccc(C(F)(F)F)c1)N/N=C/c1ccccc1C(=O)O
i	0.55	-2.7	CCOC(=O)C1(Cc2ccc(OC)cc2)CCN(C(=O)c2cc(C)nn2C)CC1
